A3A deaminase: human APOBEC3A DNA deaminase inhibition; P31941; recombinant A3A, FAM/TAMRA ssDNA deamination fluorescence; inhibition, % at 20 µM; 330,000 compounds, 0.41% hits; AID 493011;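 active = at least 40% inhibition at 20 µM here, with at most 30% in a related deaminase screen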;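 note: plate controls were A3A with DMSO for no effect and wells lacking A3A enzyme for full effect; some results filed as inactive read as strong as hits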
NALP3 yeast inh: inhibitors of NALP3 inflammasome in yeast. Yeast reconstituted NLRP3/ASC/caspase-1, beta-gal luminescence, 24 h. inhibition, % at 10 µM. 330,000 compounds, 0.39% hits. AID 2825;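 active = inhibition of 50% or more; inactive = inhibition below 50%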;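 note: plate controls were induced DMSO wells for no effect and uninduced yeast grown without galactose for full effect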
A3G deaminase: inhibitors of human APOBEC3G DNA deaminase; AID 493012; 330,000 compounds, 0.28% hits; recombinant A3G, ssDNA deamination FAM/TAMRA fluorescence; inhibition, % at 20 µM; Q9HC16;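 active = inhibition of at least 40% at 20 µM, with no more than 30% in the related APOBEC3A deaminase screen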;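 note: plate controls were DMSO wells with A3G for no effect and wells lacking A3G enzyme for full effect; some compounds called inactive have numbers as strong as hits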
Target sequence (Q9HC16 whole entry, looked up): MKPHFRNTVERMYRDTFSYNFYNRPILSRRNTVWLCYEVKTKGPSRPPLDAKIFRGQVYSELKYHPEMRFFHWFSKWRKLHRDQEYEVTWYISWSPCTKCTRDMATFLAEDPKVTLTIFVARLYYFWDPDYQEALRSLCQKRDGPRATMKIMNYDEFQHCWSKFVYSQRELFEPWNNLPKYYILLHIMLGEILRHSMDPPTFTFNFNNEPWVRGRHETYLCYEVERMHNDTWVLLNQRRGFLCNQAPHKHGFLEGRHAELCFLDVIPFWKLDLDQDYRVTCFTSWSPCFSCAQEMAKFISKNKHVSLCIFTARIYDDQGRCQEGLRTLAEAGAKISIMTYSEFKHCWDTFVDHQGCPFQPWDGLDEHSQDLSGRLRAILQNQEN
SENP1 FRET inh: SENP1 (human) catalytic domain inhibition; 360,000 compounds, 0.21% hits; recombinant SENP1 catalytic domain, CyPet-SUMO1-YPet FRET cleavage; inhibition, % at 10 µM; Q9P0U3; AID 624204;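 active = inhibition at least 30% at 10 µM, raw YFP signal under a set limit, fluorescence ratio 0.5 to 1.5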;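 note: 0% = enzyme with DMSO and 100% = no enzyme wells; some results filed as inactive read as strong as hits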
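Compound: 10 µM single point, 0.5% DMSO; Test system: hSENP1 catalytic domain, recombinant; Timing: 50 min reaction at room temperature; Technique: FRET, CFP and YFP emission; Control set: no-enzyme wells low, DMSO-plus-enzyme wells high control.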
hIAP inh: blocks human intestinal alkaline phosphatase; inhibition, % at 10 µM; 330,000 compounds, 0.12% hits; purified IAP, CDP-Star luminescence, 30 min;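 active = inhibition reaching a set limit with compound at 10 µM in the primary screen, cut at about 35% in these data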;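 note: plate controls were DMSO wells with enzyme for no effect and no-enzyme buffer wells for full effect; values of inactives mirror those of a sister screen read the other way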
Target sequence (P09923 whole entry, looked up): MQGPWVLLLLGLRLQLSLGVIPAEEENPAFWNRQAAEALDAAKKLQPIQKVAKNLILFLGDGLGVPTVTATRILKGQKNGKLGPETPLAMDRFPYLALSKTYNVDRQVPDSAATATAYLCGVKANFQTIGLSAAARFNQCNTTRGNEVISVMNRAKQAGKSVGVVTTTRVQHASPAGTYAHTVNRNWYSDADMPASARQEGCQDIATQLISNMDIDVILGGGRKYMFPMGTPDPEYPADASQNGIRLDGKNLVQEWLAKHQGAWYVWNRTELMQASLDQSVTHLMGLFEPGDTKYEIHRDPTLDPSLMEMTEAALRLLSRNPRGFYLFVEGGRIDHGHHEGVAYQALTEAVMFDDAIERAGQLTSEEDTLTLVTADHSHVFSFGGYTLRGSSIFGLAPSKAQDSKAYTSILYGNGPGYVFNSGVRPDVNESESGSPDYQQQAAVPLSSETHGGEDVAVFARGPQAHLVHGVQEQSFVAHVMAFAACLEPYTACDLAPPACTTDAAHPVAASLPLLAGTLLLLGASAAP
hIAP activ: increases human intestinal alkaline phosphatase activity | P09923 | purified human IAP, CDP-Star luminescence, 30 min; hits give high values; 1 = vehicle-only enzyme, 0 = enzyme-free background | activation factor at 10 µM | 330,000 compounds, 0.16% hits | AID 2524;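 active = activation factor of the enzyme at least 2-fold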; note: the source names both 10 and 20 µM as test concentration; values of inactives mirror those of a sister screen read the other way
mIAP activ: increases mouse intestinal alkaline phosphatase activity; 330,000 compounds, 0.24% hits; activation factor at 10 µM; muIAP, CDP-Star luminescence, 30 min; hits give high values; 1 = vehicle-only enzyme signal, 0 = enzyme-free wells; AID 2805;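 active = activation factor of at least 2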; note: the source names both 10 and 20 µM as test concentration; values of inactives mirror those of a sister screen read the other way
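Assay system: mouse IAP enzyme; Reagent: CDP-Star chemiluminescent phosphatase substrate; Compound: DMSO-dissolved test compounds; Incubation: 30 min, room temperature; Technique: luminescence from enzymatic CDP-Star hydrolysis; Controls: DMSO-only wells and no-enzyme negative control.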
mIAP inh: blocks mouse intestinal alkaline phosphatase. inhibition, % at 10 µM. purified mouse IAP, CDP-Star luminescence, 30 min. 330,000 compounds, 0.2% hits;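 active = inhibition of at least 40% at 10 µM in the primary screen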;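 note: plate controls were DMSO with enzyme for no effect and no enzyme wells for full effect; values of inactives mirror those of a sister screen read the other way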
beta cell repl: induces beta-cell replication in MIN6 cells; MIN6 cells proliferation, ATPlite luminescence, 48 h; cells starved in 0.2% serum; 100% = growth in 10% serum; proliferation, % at 10 µM; 330,000 compounds, 0.29% hits;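 active = compounds whose signal lies at least 3.5 SD above the mean of all wells on their plate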;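 note: 0% = DMSO-treated cells in low-serum medium and 100% = 10% serum control; some compounds called inactive have numbers as strong as hits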
* = called active by the depositor; . = no result given; & = joins results of further samples.

structure | mIAP activ | A3G deaminase | A3A deaminase | mIAP inh | hIAP inh | NALP3 yeast inh | hIAP activ | SENP1 FRET inh | beta cell repl
Cc1ccc(C(=O)C(NC(=O)c2ccco2)Nc2sc3c(c2C(N)=O)CCCC3)cc1 (stereo not given) | 0.89 | -11 | -3 | 11 | -12 | 13 | 1.1 | . | 0
CC(=O)Nc1ccc(S(=O)(=O)NC2(C(F)(F)F)C(=O)Nc3c2c(=O)[nH]c(=O)n3Cc2cccnc2)cc1 (stereo not given) | 1 | -2 | 1 | -5 | 8 | 8 | 0.92 | -1 | -2
O=C(NC1CCCCCC1)c1ccc[nH]c1=S | 1 | 55* | -1 | -3 | 3 | 3 | 0.97 | 1 | -6
Cc1ccc(Cn2nnc3c(=O)[nH]c(C4CCCN(S(=O)(=O)c5ccccc5F)C4)nc32)cc1 (stereo not given) | 0.88 | -9 | -3 | 12 | 12 | 10 | 0.88 | 0 | -5
CC(=O)Nc1nc2ccccc2n1CCOc1ccccc1Cl | 0.96 | -1 | 0 | 4 | -24 | 3 | 1.2 | 1 | -4
Nc1cc(Cl)ccc1C(=O)OCC(=O)N1CCOCC1 | 1.1 | -8 | -9 | -8 | -24 | 7 | 1.2 | 1 | -3
CCCNC(=O)C1CN(S(=O)(=O)c2ccc(Cl)s2)c2ccccc2O1 (stereo not given) | 1 | -8 | -1 | -4 | 15 | 18 | 0.85 | -2 | 2
O=C(NCc1ccccc1Cl)c1cccc(NC(=O)c2ccccc2)c1 | 1.1 | -4 | -1 | -7 | -1 | -3 | 1 | 0 | 0
COc1ccc(F)cc1S(=O)(=O)Nc1ccc2c(c1)OCO2 | 1 | -2 | 7 | -4 | -9 | 11 | 1.1 | -6 | -2
COc1cccc(NC(=O)N2CCN(c3cccc(C)c3)C(C)C2)c1 (stereo not given) | 0.99 | -3 | -3 | 1 | 1 | 13 | 0.99 | 1 | 1
COc1ccc(N2CCN(Cc3nc4c(c(=O)[nH]c(=O)n4C)n3Cc3cccc(Cl)c3)CC2)cc1 | 1.1 | -7 | -3 | -11 | 3 | 3 | 0.97 | 2 | 1
CCOC(=O)C(C)n1nc(/C=C/c2ccccc2)ccc1=O (stereo not given) | 0.96 | -4 | -5 | 4 | -3 | -18 | 1 | 1 | -1
CCn1c(SCc2nc(-c3cccs3)no2)nnc1-c1c[nH]c2ccccc12 | 1.2 | -5 | 0 | -15 | -1 | 0 | 1 | 2 | -3
Nc1ccc(-c2nc3ccccc3[nH]2)cc1 | 1.2 | -4 | -4 | -16 | -28 | -1 | 1.3 | 3 | -5
Brc1cccc(-c2nnc(SCc3nc4ccccc4[nH]3)o2)c1 | 1 | 4 | 1 | -2 | -2 | 11 | 1 | -2 | -1
CC(NC(=O)COC(=O)C1CC1C)c1ccccc1 (stereo not given) | 0.95 | -6 | 3 | 5 | -5 | 9 | 1.1 | 2 | -1
CC(=O)Nc1ccc(N(C(=O)c2cnccn2)C(C(=O)NC2CCCCC2)c2ccc(F)cc2)cc1 (stereo not given) | 1 | -12 | -4 | -5 | -33 | 16 | 1.3 | 1 | 0
Cc1nn(-c2ccccc2)c2sc(C(=O)OCn3nnc4ccccc4c3=O)cc12 | 0.95 | 2 | 1 | 5 | -5 | 7 | 1.1 | 4 | 0
CCOC(=O)CN(C)Cc1cn[nH]c1-c1ccc2cc(OC)ccc2c1 | 1 | -8 | -1 | -1 | -16 | 13 | 1.2 | 0 | -3
O=C(NCCc1cccs1)C1CCC(=O)N(CCc2cccc(F)c2)C1 (stereo not given) | 1 | -4 | -3 | -1 | -38 | -1 | 1.4 | -1 | 0
CSc1ncccc1C(=O)OCC(=O)c1cc(C)n(C)c1C | 0.98 | -1 | -3 | 2 | -6 | 16 | 1.1 | -2 | -4
CCOC(=O)C1C(=O)C=C(c2ccc(OC)cc2)CC1c1ccco1 (stereo not given) | 0.86 | 0 | 2 | 14 | 18 | 30 | 0.82 | -1 | -2
C=CCNC(=S)NNC(=O)C(CC(C)C)CC(C)O (stereo not given) | 1 | -3 | 5 | 0 | 0 | 2 | 1 | 4 | 2
Cc1ccc(/C=C2\SC(N)=NC2=O)s1 | 0.89 | -2 | 56* | 11 | -22 | -5 | 1.2 | 4 | -3
COc1ccc(CC(=O)Oc2cc(C)ccc2C)cc1 | 0.97 | -8 | -4 | 3 | -9 | -3 | 1.1 | 0 | -5
CCCN(C(=O)COC(=O)Cn1c(=O)oc2ccccc21)c1c(N)n(Cc2ccccc2)c(=O)[nH]c1=O | 1 | -4 | 10 | -4 | 3 | 10 | 0.97 | -1 | 3
C/C(=N\Nc1ccc(C(=O)O)cc1)c1ccc(Cl)s1 | 1 | 0 | 2 | -4 | 4 | 7 | 0.96 | -2 | -5
CC1CCN(C(=O)CSc2nnc3ccccn23)CC1 | 1 | 3 | 2 | -1 | 5 | 18 | 0.95 | 0 | 0
COc1ccc(N=CC2=C(O)CC(C)(C)CC2=O)cc1OC | 1.1 | 0 | 0 | -7 | -8 | -6 | 1.1 | 1 | 1
c1ccc(-c2noc(CC3CCCCC3)n2)cc1 | 1.1 | 0 | 3 | -10 | 11 | 19 | 0.89 | 3 | -1
O=C(COC(=O)C1(c2ccc(F)cc2)CCCC1)NC1CC1 | 0.97 | -8 | -9 | 2 | 2 | 4 | 0.98 | 3 | -1
COC(=O)[C@@H]1C[C@H]2CC[C@H](O)C[C@H]2N1Cc1ccc(C(C)(C)C)cc1 | 0.98 | -4 | -1 | 2 | 2 | 28 | 0.97 | -12 | -1
Cc1ccc(CC2C(=O)N(c3ccccc3)C(=O)C2C)cc1 (stereo not given) | 1 | -5 | -3 | -3 | 4 | 5 | 0.96 | -1 | -4
CCc1cc2c(N[C@@H](Cc3c[nH]c4ccccc34)C(=O)O)ncnc2s1 | 0.94 | -4 | -3 | 6 | 4 | 4 | 0.96 | -3 | 2
CCn1c(=O)cc(SCC(=O)Nc2ccc3c(c2)OCCO3)c2ccccc21 | 1 | -3 | 0 | -2 | 13 | -2 | 0.87 | 0 | 1
CCN(CC)C(=O)CSc1nnc(COc2ccccc2)n1N | 0.98 | -8 | -1 | 2 | -2 | -18 | 1 | 2 | -2
CCN1CCN(Cc2ccc(C(=O)Nc3ccc(C)c(NCc4cnc(NC(=O)OC)cn4)c3)cc2C(F)(F)F)CC1 | 1.1 | 0 | 0 | -7 | 6 | 18 | 0.94 | -2&2 | -1
CC(=O)N1c2ccc(S(=O)(=O)N3CCC(C(=O)NCc4ccc(N(C)C)cc4)CC3)cc2CC1C (stereo not given) | 1 | -1 | -6 | 0 | -21 | 9 | 1.2 | -3 | -2
CCOc1ccc(C(=O)N/N=C/c2ccc(-c3ccc(S(=O)(=O)Nc4ncccn4)cc3)o2)cc1 | 0.87 | 0 | 9 | 13 | 6 | -10 | 0.94 | -23 | 5
Cc1cc(C(=O)N/N=C/c2ccc(-c3ccc([N+](=O)[O-])cc3C)o2)n[nH]1 | 0.85 | -5 | -6 | 15 | -64 | 16 | 1.6 | -25 | 0
COc1ccc(NC(=O)C2CC(=O)n3c(nc4ccccc43)N2)cc1 (stereo not given) | 1.3 | -1 | 7 | -32 | -68 | 6 | 1.7 | 1 | -1
O=c1[nH]c(NNC(=S)NCc2ccccc2)nc2c1C1(CCCCC1)Cc1ccccc1-2 | 0.97 | -5 | -3 | 3 | 2 | 4 | 0.98 | 3 | -6
CCC1Sc2ccc(S(=O)(=O)CCC(=O)Nc3ccc(OC(F)(F)F)cc3)cc2NC1=O (stereo not given) | 1 | 2 | 6 | 0 | -16 | 6 | 1.2 | 1 | -6
Cc1ccc(S(=O)(=O)N2CCC(C(N)=O)CC2)c(C)c1C | 1.1 | -6 | -2 | -12 | 7 | 1 | 0.93 | 0 | 0
Nc1ccccc1-c1nnc(-c2ccc(-c3ccccc3)cc2)o1 | 1.1 | -5 | -3 | -9 | -100 | 4 | 2* | -40 | -4
Cc1ccc(N2CC(C(=O)NCc3cccs3)CC2=O)cc1C (stereo not given) | 1.1 | -1 | 2 | -10 | -4 | 2 | 1 | 2 | -6
C=C(Cl)COc1ccc2c(CCC)cc(=O)oc2c1 | 0.98 | -8 | -5 | 2 | -23 | 43 | 1.2 | -2 | -1
COc1ccc(CC(=O)NCCCc2ccccc2)cc1OC | 1 | -8 | 1 | -5 | -4 | 5 | 1 | 0 | -2
Cc1ccc(OCC(=O)c2cc(C)n(Cc3ccco3)c2C)c([N+](=O)[O-])n1 | 0.84 | 5 | 11 | 16 | 9 | 9 | 0.91 | 0 | -4
Cc1cc(=O)[nH]c(SCC(=O)Nc2cccc(S(=O)(=O)N3CCOCC3)c2)n1 | 1.1 | -3 | -1 | -8 | 3 | 2 | 0.97 | -1 | 4
CCOc1cc(-c2sc(Nc3ccccc3)n[n+]2-c2ccc(F)cc2)ccc1OC | 1.2 | -10 | -5 | -17 | 2 | 2 | 0.98 | -40 | 5
CN(CC(=O)Nc1ccc(N2CCOCC2)cc1)C(=O)CCc1ccccc1Cl | 0.97 | -10 | -2 | 3 | 2 | 18 | 0.98 | -4 | 1
CCC1CCc2c(sc(NC(=O)CSc3nc(-c4ccco4)cc(C(F)(F)F)n3)c2C#N)C1 (stereo not given) | 0.92 | -6 | -3 | 8 | 22 | 11 | 0.78 | -2 | -4
Cc1nc2nc(CCc3ccccc3)nn2c(C)c1Cl | 0.99 | 1 | 1 | 1 | 0 | 7 | 0.99 | -1 | 0
Cc1c(N)cccc1[N+](=O)[O-] | 1 | 3 | 1 | -4 | -5 | 1 | 1.1 | -2 | -1
Cn1cnnc1SCC(=O)NC1CCCN(Cc2ccccc2F)C1 (stereo not given) | 0.95 | -4 | -6 | 5 | -26 | 8 | 1.3 | -3 | 1
CC(C)[C@H](NC(=O)c1ccccc1F)C(=O)NCc1ccc(S(N)(=O)=O)cc1 | 0.97 | -5 | -1 | 3 | -9 | -1 | 1.1 | 1 | 0

Single records, from the list above. Values in the order: mIAP activ	A3G deaminase	A3A deaminase	mIAP inh	hIAP inh	NALP3 yeast inh	hIAP activ	SENP1 FRET inh	beta cell repl
CN(CC(=O)Nc1ccc(N2CCOCC2)cc1)C(=O)CCc1ccccc1Cl is listed as 0.97	-10	-2	3	2	18	0.98	-4	1
Cn1cnnc1SCC(=O)NC1CCCN(Cc2ccccc2F)C1 (stereo not given) is listed as 0.95	-4	-6	5	-26	8	1.3	-3	1
Cc1nc2nc(CCc3ccccc3)nn2c(C)c1Cl is listed as 0.99	1	1	1	0	7	0.99	-1	0

Screening results (PubChem)

Some of the compounds tested (hit frequency here may not be typical).
